Akt phos inh: inhibitors of Akt phosphorylation. Neuro2A IGF-stimulated pAkt S473 HTRF, 20 min; stronger effect = lower value. activity change, % for hits at 50 µM. 360,000 compounds, 0.32% hits. AID 651550; in the data active = activity change below about -80%; note: % is set by controls: 0 for no effect and ±100 for the full control effect
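Neuro2A cells (4,500/well, DMEM with 0.5% FBS) were treated with compound at a single 50 µM final concentration, stimulated with 6 nM IGF for 20 min at 37 °C, and lysed. Phospho-Akt Ser473 was read by HTRF as 665/615 ratio ×10^4.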
EPAC2 antagonist: antagonists of human EPAC2; Q8WZA2; EPAC2 GEF exchange of Rap1B-BODIPY-GDP, fluorescence; Potency, µM (doses to about 114 µM), for inactives: at the highest dose activity, negative = inhibition, usual class: inhibitors; 360,000 compounds, 0.18% hits; AID 720708; note: potency is the fitted concentration of half-maximal effect; % is set by controls: 0 for no effect and ±100 for the full control effect; nearly all actives have a fitted effect of over 45% in size; many of its hits are not listed in these tables
Target sequence (Q8WZA2 whole entry, looked up): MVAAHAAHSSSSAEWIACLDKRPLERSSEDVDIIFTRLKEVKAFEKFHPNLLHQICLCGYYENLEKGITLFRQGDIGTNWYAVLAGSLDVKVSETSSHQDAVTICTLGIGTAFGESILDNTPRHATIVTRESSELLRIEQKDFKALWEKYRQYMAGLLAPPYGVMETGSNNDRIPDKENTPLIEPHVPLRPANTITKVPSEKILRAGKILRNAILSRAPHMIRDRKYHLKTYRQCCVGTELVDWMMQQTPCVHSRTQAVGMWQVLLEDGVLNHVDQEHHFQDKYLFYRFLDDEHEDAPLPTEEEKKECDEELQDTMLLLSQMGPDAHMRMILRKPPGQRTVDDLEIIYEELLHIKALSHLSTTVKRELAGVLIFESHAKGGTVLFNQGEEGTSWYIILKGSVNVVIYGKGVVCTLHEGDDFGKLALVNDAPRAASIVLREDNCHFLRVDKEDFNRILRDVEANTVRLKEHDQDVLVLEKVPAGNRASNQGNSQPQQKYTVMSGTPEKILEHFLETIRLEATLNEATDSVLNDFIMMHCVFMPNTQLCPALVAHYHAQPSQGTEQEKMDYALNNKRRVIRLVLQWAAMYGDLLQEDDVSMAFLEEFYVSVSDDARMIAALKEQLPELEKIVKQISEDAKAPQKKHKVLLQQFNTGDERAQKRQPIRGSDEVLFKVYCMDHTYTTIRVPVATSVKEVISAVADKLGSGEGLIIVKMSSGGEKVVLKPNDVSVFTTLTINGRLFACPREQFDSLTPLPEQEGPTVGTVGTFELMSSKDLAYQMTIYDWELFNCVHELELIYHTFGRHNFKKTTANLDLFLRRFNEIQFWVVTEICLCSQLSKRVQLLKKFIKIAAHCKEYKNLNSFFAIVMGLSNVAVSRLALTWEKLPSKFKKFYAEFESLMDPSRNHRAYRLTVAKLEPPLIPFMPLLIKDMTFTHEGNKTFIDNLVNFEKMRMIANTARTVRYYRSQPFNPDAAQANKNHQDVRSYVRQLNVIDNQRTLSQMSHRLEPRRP
EPAC2 ag: activates human EPAC2 exchange factor. Q8WZA2. AID 720711. EPAC2 activation, biochemical qHTS; response scale: 100% = 6.5 mM cAMP response. 360,000 compounds, 0.079% hits. Potency, µM (doses to about 154 µM), for inactives: top-dose activation, hits mostly activators; note: potency is the fitted concentration of half-maximal effect; nearly all actives have a fitted effect of over 50% in size
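Readout is BODIPY fluorescence (480 nm excitation, 540 nm emission), which falls as labeled GDP is exchanged off Rap1B. EPAC2 at 100 nM acted on 250 nM RAP1B-BODIPY-GDP with 50 uM GDP present.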
An asterisk follows results filed as active; i = inactive. Unless noted, calls come from the whole dose curve; as a rule, active = well fitted curve in the direction sought with a large enough effect; inconclusive = small, poorly fitted or top-dose-only effect, or another doubt; inactive = no such curve, though single readings can be large; an effect the other way counts as inactive or inconclusive. This is a subset; rates above refer to the full screens.

The first 2 entries, ahead of the listing:
1: O=C(NC1CCCCC1)C(c1cccc2ccccc12)n1c(=O)c(-c2cc3ccccc3[nH]2)nc2ccccc21 (stereo unspecified)
  Akt phos inh: i
  EPAC2 antagonist: 2%
  EPAC2 ag: 6%

2: Cc1ccc(-c2nc3ccccc3n2C(C)C(=O)NC(C)(C)C)cc1 (stereo unspecified)
  Akt phos inh: i
  EPAC2 antagonist: 1%
  EPAC2 ag: 17%

Main list, repeating the preview:
1: O=C(NC1CCCCC1)C(c1cccc2ccccc12)n1c(=O)c(-c2cc3ccccc3[nH]2)nc2ccccc21 (stereo unspecified)
  Akt phos inh: i
  EPAC2 antagonist: 2%
  EPAC2 ag: 6%

2: Cc1ccc(-c2nc3ccccc3n2C(C)C(=O)NC(C)(C)C)cc1 (stereo unspecified)
  Akt phos inh: i
  EPAC2 antagonist: 1%
  EPAC2 ag: 17%

3: CN(CCc1ccccc1)C(C(=O)c1ccc2c(c1)OCO2)c1nnnn1-c1ccccc1NC(=O)OC(C)(C)C (stereo unspecified)
  Akt phos inh: i
  EPAC2 antagonist: 3%
  EPAC2 ag: 10%

4: CC1(C(=O)NCc2ccccc2)CSCC(=O)N1Cc1ccco1 (stereo unspecified)
  Akt phos inh: i
  EPAC2 antagonist: 13%
  EPAC2 ag: 9%

5: CCOC(=O)[C@]12CCCC=C1N(Cc1ccccc1)C(=O)[C@H](CC(=O)NCCCN1CCCC1=O)C2
  Akt phos inh: i
  EPAC2 antagonist: -14%
  EPAC2 ag: 3%

6: COc1ccc(C(C(=O)Nc2ccc(F)cc2)N2CCN(c3ccncc3)CC2)cc1 (stereo unspecified)
  Akt phos inh: i
  EPAC2 antagonist: 0%
  EPAC2 ag: 7%

7: Cc1cccc(C)c1N1C(=O)c2ccccc2NC(=O)C1C(=O)NCC(C)C (stereo unspecified)
  Akt phos inh: i
  EPAC2 antagonist: 6%
  EPAC2 ag: -1%

8: CC1(C(=O)NCc2ccccc2)CN(S(C)(=O)=O)CC(=O)N1CCc1ccccc1F (stereo unspecified)
  Akt phos inh: i
  EPAC2 antagonist: 4%
  EPAC2 ag: 7%

9: Cc1cccc(C)c1NC(=O)C(CCc1ccccc1)n1c(=O)c(-c2ccccc2)nc2ccccc21 (stereo unspecified)
  Akt phos inh: i
  EPAC2 antagonist: 1%
  EPAC2 ag: 9%

10: CC(C)(C)NC(=O)C(c1ccc(C#N)cc1)n1c(=O)c(-c2cc3ccccc3[nH]2)nc2ccccc21 (stereo unspecified)
  Akt phos inh: i
  EPAC2 antagonist: -5%
  EPAC2 ag: 13%

Arranged by the number under EPAC2 antagonist (largest number first): three from the list above
# | canonical_smiles | EPAC2 antagonist
7 | Cc1cccc(C)c1N1C(=O)c2ccccc2NC(=O)C1C(=O)NCC(C)C (stereo unspecified) | 6%
10 | CC(C)(C)NC(=O)C(c1ccc(C#N)cc1)n1c(=O)c(-c2cc3ccccc3[nH]2)nc2ccccc21 (stereo unspecified) | -5%
5 | CCOC(=O)[C@]12CCCC=C1N(Cc1ccccc1)C(=O)[C@H](CC(=O)NCCCN1CCCC1=O)C2 | -14%

5 compounds out of the list, ordered by heavy-atom count, low to high.
4: CC1(C(=O)NCc2ccccc2)CSCC(=O)N1Cc1ccco1 (stereo unspecified)
  Akt phos inh: i
  EPAC2 antagonist: 13%
  EPAC2 ag: 9%

7: Cc1cccc(C)c1N1C(=O)c2ccccc2NC(=O)C1C(=O)NCC(C)C (stereo unspecified)
  Akt phos inh: i
  EPAC2 antagonist: 6%
  EPAC2 ag: -1%

8: CC1(C(=O)NCc2ccccc2)CN(S(C)(=O)=O)CC(=O)N1CCc1ccccc1F (stereo unspecified)
  Akt phos inh: i
  EPAC2 antagonist: 4%
  EPAC2 ag: 7%

9: Cc1cccc(C)c1NC(=O)C(CCc1ccccc1)n1c(=O)c(-c2ccccc2)nc2ccccc21 (stereo unspecified)
  Akt phos inh: i
  EPAC2 antagonist: 1%
  EPAC2 ag: 9%

3: CN(CCc1ccccc1)C(C(=O)c1ccc2c(c1)OCO2)c1nnnn1-c1ccccc1NC(=O)OC(C)(C)C (stereo unspecified)
  Akt phos inh: i
  EPAC2 antagonist: 3%
  EPAC2 ag: 10%

Next part
11: Cc1cccc(C)c1NC(=O)C1(C)CN(S(C)(=O)=O)CC(=O)N1CCCn1ccnc1 (stereo unspecified)
  Akt phos inh: i
  EPAC2 antagonist: 2%
  EPAC2 ag: -1%

12: O=C(NC1CCCC1)C(c1ccccc1)n1c(CSCCOc2ccccc2)nc2ccccc21 (stereo unspecified)
  Akt phos inh: i
  EPAC2 antagonist: 8%
  EPAC2 ag: 2%

13: COc1cc2c(cc1OC)/C(=C/C(C)=O)OC2
  Akt phos inh: i
  EPAC2 antagonist: 16%
  EPAC2 ag: 3%

14: CCOC(=O)N1CCN(C(=O)C[C@@H]2C[C@@]3(C(=O)OC)CC(C)(C)CC=C3N(CCc3ccc(OC)c(OC)c3)C2=O)CC1
  Akt phos inh: i
  EPAC2 antagonist: -2%
  EPAC2 ag: 0%

15: COC(=O)C[C@H]1CC[C@@H](NC(=O)c2ccncc2)[C@@H](CO)O1
  Akt phos inh: i
  EPAC2 antagonist: 1%
  EPAC2 ag: 2%

16: Cc1cccc(C)c1N1C(=O)c2ccccc2NC(=O)C1C(=O)Nc1ccc2c(c1)OCCO2 (stereo unspecified)
  Akt phos inh: i
  EPAC2 antagonist: -19%
  EPAC2 ag: -1%

17: O=C(NCc1ccccc1)C1C(c2ccc3c(c2)OCO3)=Nc2ccccc2N1C(=O)c1cccc(C(F)(F)F)c1 (stereo unspecified)
  Akt phos inh: i
  EPAC2 antagonist: -4%
  EPAC2 ag: -4%

18: CC1(C(=O)NCc2ccccc2)CN(S(C)(=O)=O)CC(=O)N1C1CCN(Cc2ccccc2)CC1 (stereo unspecified)
  Akt phos inh: i
  EPAC2 antagonist: 1%
  EPAC2 ag: 6%

19: COc1ccc(C2=Nc3ccccc3N(C(=O)c3ccc4ncccc4c3)C2C(=O)NC(C)(C)C)cc1 (stereo unspecified)
  Akt phos inh: i
  EPAC2 antagonist: -6%
  EPAC2 ag: 18%

20: CO[C@H]1CN(C)C(=O)c2cc(NS(=O)(=O)c3ccccc3)ccc2OC[C@@H](C)N(Cc2ccccn2)C[C@@H]1C
  Akt phos inh: i
  EPAC2 antagonist: -25%
  EPAC2 ag: 3%

21: c1ccc(-c2nc3ccccc3n2C(c2ccccc2)c2nc3ccccc3[nH]2)cc1 (stereo unspecified)
  Akt phos inh: i
  EPAC2 antagonist: -3%
  EPAC2 ag: 14%

22: CSCCC(C(=O)NCc1ccccc1)n1c(-c2ccc3c(c2)CCO3)nc2ccccc21 (stereo unspecified)
  Akt phos inh: i
  EPAC2 antagonist: -6%
  EPAC2 ag: -2%
